Assay outcomes from PubChem.
TDP1 cell noCPT = qHTS for Inhibitors of human tyrosyl-DNA phosphodiesterase 1 (TDP1): qHTS in cells in absence of CPT | DT40 Tdp1-/- hTDP1 cells, no CPT, ATP luminescence, 48 h | Potency, µM (doses to about 46.2 µM), inactives show at the highest dose activity change, negative = growth inhibition, most hits filed as inhibitors | 420,000 tested, 15% active; note: nearly all actives have a fitted effect of over 55% in size
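Chicken DT40 Tdp1-/- cells complemented with human TDP1, screened without camptothecin (DMSO vehicle only), 400 cells/well. Compounds pin-transferred, cells incubated at 37 °C for at least 48 hr. Growth read as ATP-dependent luminescence (CellTiter-Glo, 30 min at RT).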
GCN5L2 inh = GCN5L2 (KAT2A) acetyltransferase inhibition. AID 504327. Potency, µM (highest dose often 58.9 µM), for inactives: top-dose activity change, negative = inhibition, most hits filed as inhibitors. GCN5L2 HAT assay, ThioGlo1 CoA-SH fluorescence. 390,000 tested, 0.21% active. Q92830
Target sequence (Q92830 whole entry, looked up): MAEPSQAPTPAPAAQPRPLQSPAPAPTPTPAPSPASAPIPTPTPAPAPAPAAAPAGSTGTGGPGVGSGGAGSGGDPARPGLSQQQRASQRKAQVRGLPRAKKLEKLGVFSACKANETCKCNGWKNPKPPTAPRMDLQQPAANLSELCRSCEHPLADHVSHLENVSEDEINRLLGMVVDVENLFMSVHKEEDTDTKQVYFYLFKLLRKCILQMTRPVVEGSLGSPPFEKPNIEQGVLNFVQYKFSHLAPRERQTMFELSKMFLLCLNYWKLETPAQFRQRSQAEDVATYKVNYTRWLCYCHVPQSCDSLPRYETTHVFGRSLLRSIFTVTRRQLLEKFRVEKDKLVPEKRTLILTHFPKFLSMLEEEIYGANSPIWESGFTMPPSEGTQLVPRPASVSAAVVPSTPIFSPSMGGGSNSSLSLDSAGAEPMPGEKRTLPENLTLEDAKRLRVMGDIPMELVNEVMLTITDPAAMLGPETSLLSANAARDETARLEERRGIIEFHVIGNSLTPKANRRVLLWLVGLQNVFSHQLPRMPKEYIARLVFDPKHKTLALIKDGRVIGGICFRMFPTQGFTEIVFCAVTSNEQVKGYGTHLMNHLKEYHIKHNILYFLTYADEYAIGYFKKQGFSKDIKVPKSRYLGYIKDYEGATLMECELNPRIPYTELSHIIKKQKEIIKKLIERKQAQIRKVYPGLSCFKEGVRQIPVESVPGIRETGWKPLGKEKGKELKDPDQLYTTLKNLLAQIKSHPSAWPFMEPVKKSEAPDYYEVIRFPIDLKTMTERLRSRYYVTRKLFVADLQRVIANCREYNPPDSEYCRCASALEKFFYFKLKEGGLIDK
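GCN5L2 (20nM final) in 50mM HEPES, 0.1mM EDTA pH 7.5, 0.01% Tween-20 was preincubated 15 min at room temperature with compound, then given ThioGlo1 (50uM), H3(1-25) peptide (75uM) and acetyl-CoA (70uM); CoA-thiol fluorescence (Ex340/Em540) was read at 0 and 20 min.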
DT40 TDP1 CPT = growth inhibition of DT40 Tdp1-/-;hTDP1 cells with camptothecin (screen for TDP1 inhibitors) | chicken DT40 Tdp1-/-;hTDP1 cells + 20 nM CPT, ATP luminescence, 48 h | Potency, µM (titrated, usually from 46.2 µM), inactives show at the top dose activity change, negative = growth inhibition, usual class: inhibitors | 420,000 tested, 12% active; note: nearly all actives have a fitted effect of over 55% in size
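Cell growth measured by CellTiter-Glo luminescence after a minimum 48 h, 37 C compound exposure with 20 nM CPT in Tdp1-knockout DT40 cells stably expressing hTDP1, seeded 400/well; qHTS titration format.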
Numbers without * were called inactive; u = inconclusive; x = not tested or not shown; [ ] = dose if it differs, or a comment. Calls come from the whole dose curve; as a rule, active = well fitted curve in the direction sought with a large enough effect; inconclusive = small, poorly fitted or top-dose-only effect, or another doubt; inactive = no such curve, though single readings can be large; an effect the other way counts as inactive or inconclusive. % is set by controls: 0 for no effect and ±100 for the full control effect; potency is the fitted concentration of half-maximal effect. Not all compounds are listed, so the mix of outcomes need not match the whole.

SMILES	TDP1 cell noCPT	GCN5L2 inh	DT40 TDP1 CPT
CCOc1ccc(N2CC(C(=O)N3CCN(C(=O)c4ccco4)CC3)CC2=O)cc1 (stereo unspecified)	-10%	-11%	-11%
COc1ccc(NC(=O)C(OC(=O)Cn2cnc3c2c(=O)n(C)c(=O)n3C)c2ccccc2)cc1Cl (stereo unspecified)	12%	x	1%
O=C(O)C(Cc1ccc(O)cc1)N1C(=O)c2ccccc2C1=O (stereo unspecified)	3%	-5%	-9%
CCOc1ccc(NC(=O)c2nc(SCC)ncc2Cl)cc1	u	18%	u
CCOc1cc2[nH]c(=S)n(CCCN3CCCC3=O)c(=O)c2cc1OCC	u	-8%	-12%
COc1ccc(Br)cc1/C=C/C(=O)Nc1c(C)cccc1C	23µM*	0%	u
CCOc1ccccc1NC(=O)NCCC1=CCCCC1	-17%	-2%	-5%
O=C(O)CC(c1cccc([N+](=O)[O-])c1)N1Cc2ccccc2C1=O (stereo unspecified)	-1%	-24%	0%
O=C(Nc1ccn(CCCN2CCN(c3ccccn3)CC2)c(=O)n1)OCc1ccccc1	u	x	u
CC(C)(C)n1nnnc1C(c1ccc(C(F)(F)F)cc1)N(Cc1ccc(F)cc1)Cc1ccco1 (stereo unspecified)	21µM*	-13%	u
COc1cc(/C=C/C(=O)O)cc(S(=O)(=O)Nc2ccccc2C(=O)NCCc2ccccc2)c1OC	1%	-4%	10%
CC12CCC(c3c(C(=O)O)nn(-c4ccc(F)cc4)c31)C2(C)C (stereo unspecified)	-3%	-5%	4%
CC(C)(C)c1ccc(C(=O)NCCN2CCOCC2)cc1	-11%	x	-7%
Nc1c(C(=O)Nc2ccccc2Cl)nnn1-c1ccc2c(c1)OCCO2	u	-5%	u
COCCSc1nnc(NS(=O)(=O)c2ccccc2)s1	8%	-4%	14%
CSc1ccc(Cl)c(C(=O)OCC(=O)N(C)CCC#N)c1	18%	-16%	3%
Cc1cccc(-n2nnnc2SCC(=O)NCC2(N3CCOCC3)CCCCC2)c1C	21µM*	-2%	18µM*
COc1cc(/C=C/C(=O)OCC(=O)N2c3ccccc3CC2C)cc(OC)c1OC (stereo unspecified)	u	-7%	u
Cc1ccc(NC(=O)C2CCN(C(=O)c3ccco3)CC2)cc1C	-1%	-2%	-4%
COc1cccc(NC(=O)COc2coc(CN3CCc4ccccc4C3)cc2=O)c1	-21%	-11%	-21%
CC1(C)Cc2c(cnn2-c2cccc(F)c2)C(NC(=O)c2ccc[n+]([O-])c2)C1 (stereo unspecified)	13%	2%	-5%
COc1ccc(C(C(=O)Nc2c(C)cccc2C)N2CCN(C)CC2)cc1 (stereo unspecified)	5%	x	12%
Cc1cccc2nc(CSc3ccccc3N)cn12	u	x	-9%
CCOC(=O)C(CC)/C(C)=N\NC(=O)c1ccccc1O (stereo unspecified)	23µM*	2%	16µM*
Cc1nc2nc(COc3ccccc3)[nH]n2c(=O)c1Cc1ccccc1	u	-3%	-11%
O=C(c1ccc(-n2cncn2)c([N+](=O)[O-])c1)N1CCN(S(=O)(=O)c2ccc(Br)cc2)CC1	-20%	-3%	-28%
COc1ccc(-c2nc(CN(Cc3cnn(C)c3)C(C)C)c(C)o2)c(OC)c1	14%	-7%	-2%
Cc1ccc(C)c(N2CCN(Cc3csc(C)c3C)CC2)c1	15µM*	-1%	u
CCOc1cc(/C=N/N=C2/NC(=O)C(CC(=O)O)S2)ccc1OCc1ccc(Cl)cc1 (stereo unspecified)	13%	u	16%
NC(=O)c1ccc(NC(=O)CSc2nnc(-c3ccc4c(c3)OCO4)o2)cc1	25%	-1%	5%
C=Cc1ccc(CN2C(=O)N(c3cccc(Cl)c3)S(=O)(=O)c3ccccc32)cc1	u	-1%	12µM*
Cn1c(SCC(=O)N2CCOCC2)nc2cccnc21	-4%	4%	-2%
Cc1ccc2oc(C(=O)NC3CCS(=O)(=O)C3)cc(=O)c2c1 (stereo unspecified)	22%	-5%	4%
CC1CCN(CCCNC(=O)c2cn(C)c3ccc(S(=O)(=O)N(C)C4CCCCC4)cc3c2=O)CC1	-24%	-5%	-23%
Cc1cccc(NC(=O)C2CCCN2S(=O)(=O)c2cccc3nsnc23)c1C (stereo unspecified)	u	-4%	-21%
CC(=O)NC(CC(=O)OCC(=O)N1CCN(S(=O)(=O)c2ccc(Cl)cc2)CC1)c1ccccc1 (stereo unspecified)	-16%	6%	-2%
O=C(c1cc(COc2ccc(F)cc2Cl)on1)N1CCSCC1	-10%	0%	-20%
O=C(c1ccco1)N1N=C(c2ccc(Cl)cc2)CC1(O)C(F)(F)F (stereo unspecified)	u	-8%	u
Cc1ccc2cc(CNC[C@H]3O[C@@H](n4cc(C)c(=O)[nH]c4=O)C[C@@H]3O)c(N3CCOCC3)nc2c1	-2%	x	0%
Cc1ccc(OCC(=O)OCc2cc(=O)n3nc(C4CCCCC4)sc3n2)cc1C	1%	-1%	-21%
COc1ccc(C(=O)Nc2cccc(N(C)S(C)(=O)=O)c2)cc1OC	-16%	-12%	-21%
COc1ccc(/C=C/c2nnc(NC(=O)C(C)C)s2)cc1	-19%	-7%	-1%
Cc1c(Cl)cccc1N1C(=O)CC(N(O)c2ccccc2)C1=O (stereo unspecified)	-8%	-3%	-26%
CCOc1ccccc1CNC(=O)CCNS(=O)(=O)c1ccc2[nH]c(=O)oc2c1	8%	0%	0%
CC1=NN(C(=O)Cn2nc([N+](=O)[O-])cc2C)C(O)(C(F)(F)F)C1 (stereo unspecified)	-18%	0%	-6%
CCCS(=O)(=O)NC(=O)C1(C)CCCN(C(=O)COCc2ccccc2)C1 (stereo unspecified)	-6%	x	-6%
COc1ccccc1N1CCN(C(=O)Cn2nnc(-c3cccs3)n2)CC1	-20%	-8%	u
Cc1c(NC(=O)CSCc2ccccc2)cccc1C(=O)O	8%	-1%	-1%
COCCNC(=O)CSc1ccccc1C(=O)NCC1CCCCC1	u	0%	-30%
CCCCCCCCCC(=O)Nn1cnc2ccccc2c1=O	-29%	2%	-10%
Cc1cc(C)n(-c2nc3ccccc3c(=O)n2OCC(=O)Nc2c(C)cccc2C)n1	18µM*	3%	u
O=C(COC(=O)c1cn(-c2ccccc2)nc1-c1ccc(F)cc1)Nc1ncc(Cl)cc1Cl	u	-5%	u
CN(C1CCCCC1)S(=O)(=O)c1ccc(S(=O)(=O)N2CCN(C(=O)c3ccccc3F)CC2)cc1	u	-10%	u
CN(Cc1ccco1)C(=O)c1ccc(OC2CCN(Cc3ccccn3)CC2)cc1	-3%	-19%	-9%
COc1ccc(CCNC(=O)NS(=O)(=O)c2ccc(C)cc2)cc1OC	-5%	-12%	2%
O=C(COC(=O)CN1C(=O)C2CCCCC2C1=O)Nc1cc(F)ccc1F (stereo unspecified)	-30%	-14%	u
CCOC(=O)N1CCN(C(=O)CS(=O)(=O)c2cn(Cc3ccc(Cl)cc3)c3ccccc23)CC1	16µM*	-4%	23µM*
COc1cccc(CN(C)C(=O)C2CCN(S(=O)(=O)c3ccc(C)cc3)CC2)c1OC	-30%	2%	-19%
Cc1ccc(-c2nnc(Nc3ccccc3O)c3ccccc23)cc1	u	-2%	u
COc1ccc(Nc2cc3n(c(=O)n2)CCc2cc(OC)c(OC)cc2-3)cc1	u	-13%	-2%

Quoted at random: 4 records from the list.
SMILES	TDP1 cell noCPT	GCN5L2 inh	DT40 TDP1 CPT
O=C(c1ccco1)N1N=C(c2ccc(Cl)cc2)CC1(O)C(F)(F)F (stereo unspecified)	u	-8%	u
CCOc1cc(/C=N/N=C2/NC(=O)C(CC(=O)O)S2)ccc1OCc1ccc(Cl)cc1 (stereo unspecified)	13%	u	16%
COc1ccc(Br)cc1/C=C/C(=O)Nc1c(C)cccc1C	23µM*	0%	u
COc1ccc(Nc2cc3n(c(=O)n2)CCc2cc(OC)c(OC)cc2-3)cc1	u	-13%	-2%

(cont.)
SMILES	TDP1 cell noCPT	GCN5L2 inh	DT40 TDP1 CPT
O=C1c2cccc3cccc(c23)C(=O)C1(O)O	2.3µM*	x	1µM*
COC(=O)CN1C(=O)CC(C)(C)Sc2ccccc21	-8%	1%	-1%
Nc1ccc(-c2cnc(-c3ccc(N)cc3)nc2)cc1	u	-14%	-9%
O=C(O)CC(c1ccccc1)N1C(=O)c2ccccc2C1=O (stereo unspecified)	-23%	x	1%
CCCN(C(=O)c1cc2c(Cl)nc3ccccc3c2s1)c1cccc(C)c1	26µM*	-8%	21µM*
COc1ccc(Cc2n[nH]c(=S)n2-c2ccc3c(c2)OCCO3)cc1	u	-4%	-16%
O=C(CN1C(=O)NC2(CCOc3ccccc32)C1=O)c1ccc[nH]1 (stereo unspecified)	-12%	3%	1%
Cc1ccc(NC(=O)C(=O)NCCc2c[nH]c3ccccc23)cc1C	-21%	-3%	-6%
O=[N+]([O-])c1ccc(Oc2ccc(C(F)(F)F)cn2)cc1	4%	4%	5%
CCN1C(=O)CC(CC(=O)N2CCC(c3nc4ccc(F)cc4[nH]3)CC2)(c2ccccc2C)C1=O (stereo unspecified)	u	x	u
Cc1ccc2nc(-c3ccccn3)c(Nc3ccc(F)cc3)n2c1	2.3µM*	-6%	2.1µM*
COc1cc(NC(=S)N2CCN(c3ccccn3)CC2)c(OC)cc1Cl	u	37%[activator]	-14%
COC(=O)c1cc2c(ccn2-c2ccc(F)cc2)n1Cc1ccc(OC)cc1	-4%	-10%	2%
Cc1ccc2ncnc(NCCC(=O)O)c2c1	-8%	0%	u
O=S(=O)(Oc1ccccc1/C=N/n1cnnc1)c1ccccc1	1%	1%	-6%
Cc1ccc(-c2nc(NC(=O)CSc3nnnn3-c3ccccc3)ns2)cc1	-24%	-3%	-13%
CC(C(=O)NCCc1ccc(F)cc1)N1CCN(Cc2ccccc2)CC1 (stereo unspecified)	-4%	-4%	1%
C/C(=C\C(=O)OCC(=O)NCc1ccccc1)C(=O)OCC(=O)NCc1ccccc1	-12%	-6%	-19%
O=C(COC(=O)c1ccc(O)cc1)Nc1ccc(OC(F)F)cc1	16µM*	-5%	u
COc1ccc(N(CC(=O)NCCSc2ccccc2)S(=O)(=O)c2ccccc2)cc1OC	-8%	-5%	-10%

4 structures already listed, ordered by heavy-atom count, smallest number first.
SMILES	TDP1 cell noCPT	GCN5L2 inh	DT40 TDP1 CPT
O=C1c2cccc3cccc(c23)C(=O)C1(O)O	2.3µM*	x	1µM*
Nc1ccc(-c2cnc(-c3ccc(N)cc3)nc2)cc1	u	-14%	-9%
O=C(COC(=O)c1ccc(O)cc1)Nc1ccc(OC(F)F)cc1	16µM*	-5%	u
CC(C(=O)NCCc1ccc(F)cc1)N1CCN(Cc2ccccc2)CC1 (stereo unspecified)	-4%	-4%	1%

Compound profiles, as listed above.
Record of `COc1ccc(C(C(=O)Nc2c(C)cccc2C)N2CCN(C)CC2)cc1` (stereo unspecified) : TDP1 cell noCPT = 5%; GCN5L2 inh = x; DT40 TDP1 CPT = 12%
Record of `COc1ccc(Nc2cc3n(c(=O)n2)CCc2cc(OC)c(OC)cc2-3)cc1` : TDP1 cell noCPT = u; GCN5L2 inh = -13%; DT40 TDP1 CPT = -2%

Additional results follow.
SMILES	TDP1 cell noCPT	GCN5L2 inh	DT40 TDP1 CPT
Cc1ccc2c(c1)C(c1ccc(F)cc1)N(C(=O)c1cc3ccccc3oc1=O)CC(=O)N2 (stereo unspecified)	-14%	-5%	0%
CSc1ccc(/C=C/C(=O)NC(=O)c2ccccc2O)cc1	u	50%[activator]	u
CCc1ccc(NC(=O)/C(C#N)=C/c2ccncc2)cc1	u	-2%	u
O=C(CSC(=S)N1CCN(c2ccccc2)CC1)Nc1nc(-c2ccccc2)c(-c2ccccc2)o1	u	1%	u
COCc1cc(=O)[nH]c(-c2csc(C)n2)n1	-10%	0%	5%
Cc1ccc(N(C(=O)c2csnn2)C(C(=O)NC2CCCC2)c2ccncc2)c(C)c1 (stereo unspecified)	u	-1%	-25%
CC(CC(=O)Nc1ccc2c(c1)c(=O)n(C)n2-c1ccc2ccccc2c1)C(F)(F)F (stereo unspecified)	2.6µM*	x	5.2µM*
NC(=O)c1ccc(Oc2ncc(C(F)(F)F)cc2Cl)cc1	-25%	-4%	-7%
COc1ccc(-n2c(C)ccc2-c2ccccc2)cn1	-6%	0%	-9%
